# OXTR ag = agonists of human oxytocin receptor; P30559; CHO-OTR cells, Fluo-8 calcium fluorescence; normalized: DMSO 0%, oxytocin 100%; activation, % at 3 µM; 0.32% of 320,000 active; AID 2435;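 active means activation above the mean of all tested compounds plus 3 SD, cutoff set per screening run, cut at about 20% in these data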;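 further: peak over basal fluorescence ratio from a 100 s FLIPR kinetic read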
# V1R ag counter = counter-screen for oxytocin receptor agonists: human V1a receptor agonists | CHO-V1R cells, Fluo-8 calcium fluorescence, agonist mode; 0% DMSO, 100% 3 nM vasopressin | 0.25% of 320,000 active | AID 2797 | activation, % at 3 µM;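 active means activation above the mean activation of all tested compounds plus 3 SD, per screening run, cut at about 20% in these data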;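 further: signal is peak over basal fluorescence ratio across a 100 second FLIPR read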
# Target sequence (P37288 whole entry, looked up): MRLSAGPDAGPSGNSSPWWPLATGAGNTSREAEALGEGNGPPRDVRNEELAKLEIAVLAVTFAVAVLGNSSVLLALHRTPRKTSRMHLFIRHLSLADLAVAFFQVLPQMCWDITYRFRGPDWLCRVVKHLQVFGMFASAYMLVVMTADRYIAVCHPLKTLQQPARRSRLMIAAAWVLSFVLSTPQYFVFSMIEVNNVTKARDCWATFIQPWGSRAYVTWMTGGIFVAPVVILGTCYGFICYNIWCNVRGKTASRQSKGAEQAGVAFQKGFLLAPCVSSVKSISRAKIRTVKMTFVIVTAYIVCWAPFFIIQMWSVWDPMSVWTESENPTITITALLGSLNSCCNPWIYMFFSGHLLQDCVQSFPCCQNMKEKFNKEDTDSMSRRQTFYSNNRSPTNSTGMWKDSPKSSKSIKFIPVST
# DNA FID counter = counter-screen for HCV NS3 helicase inhibitors: DNA intercalator displacement. DNA fluorescent intercalator displacement, fluorescence. inhibition, % at 7.9 µM. 0.17% of 290,000 active; in the data active means inhibition above about 37%;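 further: 0% = vehicle and 100% = reference compound; higher means more ethidium bromide displaced from hairpin DNA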
# GPR7 antagonist = blocks human GPR7 receptor signaling; P48145; GPR7-expressing cells, fluorescence antagonist assay; inhibition, % at 4.4 µM; 1.1% of 290,000 active; AID 1861; in the data active means inhibition above about 16%, passing the limit was not always enough;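 further: cells stimulated with the agonist NPW; 0% = agonist with vehicle and 100% = vehicle without agonist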
# Target sequence (P48145 whole entry, looked up): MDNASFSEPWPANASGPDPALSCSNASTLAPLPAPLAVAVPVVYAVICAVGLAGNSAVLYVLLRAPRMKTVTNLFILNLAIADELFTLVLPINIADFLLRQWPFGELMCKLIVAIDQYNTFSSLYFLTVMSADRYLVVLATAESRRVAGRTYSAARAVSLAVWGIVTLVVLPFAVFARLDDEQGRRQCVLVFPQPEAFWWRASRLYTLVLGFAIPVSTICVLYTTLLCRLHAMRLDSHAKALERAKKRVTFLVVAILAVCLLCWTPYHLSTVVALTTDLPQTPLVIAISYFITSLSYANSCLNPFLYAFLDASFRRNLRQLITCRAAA
# VIM-2 inh = blocks Pseudomonas aeruginosa VIM-2 metallo-beta-lactamase. purified VIM-2, nitrocefin hydrolysis, epi-absorbance fluorescence. inhibition, % at 5.6 µM. 0.89% of 290,000 active. AID 1527;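 active means inhibition above the mean of all tested compounds plus 3 SD, cutoff set per screening run, cut at about 7.5% in these data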;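 further: red hydrolysis product quenches plate fluorescence so inhibitors raise well fluorescence; 0% = enzyme with DMSO and 100% = DMSO without enzyme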
# PHOSPHO1 inh = PHOSPHO1 (human) inhibition. 1.1% of 290,000 active. recombinant PHOSPHO1, absorbance phosphatase assay. inhibition, % at 13.3 µM; in the data active means inhibition above about 60%
# IMP-1 inh = blocks Pseudomonas aeruginosa IMP-1 metallo-beta-lactamase; purified IMP-1, nitrocefin hydrolysis, epi-absorbance fluorescence; inhibition, % at 5.6 µM; 0.45% of 290,000 active;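 active means inhibition above the mean plus 3 SD of all compounds in the same screening run, cut at about 4.5% in these data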;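 further: 0% = IMP-1 with DMSO and 100% = DMSO wells lacking enzyme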
#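 System: purified recombinant IMP-1 beta-lactamase. Medium: Zinc- and detergent-supplemented HEPES buffer, pH 7.1. Compound: one 5.6 µM dose […]. Schedule: 15 min preincubation plus 25 min reaction at 25 °C. Technique: Epi-absorbance fluorescence, 480 nm excitation, 530 nm emission.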
# NS3 helicase inh = HCV NS3 helicase inhibition | NS3 helicase DNA unwinding, Cy5 molecular beacon fluorescence | inhibition, % at 10.9 µM | 0.56% of 290,000 active;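 active means inhibition above the mean of all tested compounds plus 3 SD, set per campaign, cut at about 35% in these data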;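 further: 0% = DMSO wells and 100% = thioflavine S control wells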
#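 Compound dosing – single dose, 10.9 µM nominal final, DMSO 0.8% final · System – NS3 helicase fragment of HCV · Buffer or medium – MOPS pH 6.5, MgCl2, DTT, Tween20, BSA · Signal – Cy5 beacon fluorescence read at start and 1 h · Also added – annealed dual-labelled DNA beacon duplex, ATP-started · Schedule – 1 h at 25 °C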
# GalR3 antag = antagonists of human GalR3. O60755. HEK293 GalR3-CNG cAMP membrane potential fluorescence; galR3 body fused to GalR1 C-terminus. inhibition, % at 3 µM. 0.44% of 360,000 active;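 active means inhibition above the screen-wide average plus 3 SD, cut at about 13% in these data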;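 further: forskolin and galanin both at EC90 stimulate the cells; cAMP rise reported by CNG channel membrane potential dye signal; 0% = forskolin plus galanin with DMSO and 100% = forskolin alone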
# Target sequence (O60755 1-299 limits assumed): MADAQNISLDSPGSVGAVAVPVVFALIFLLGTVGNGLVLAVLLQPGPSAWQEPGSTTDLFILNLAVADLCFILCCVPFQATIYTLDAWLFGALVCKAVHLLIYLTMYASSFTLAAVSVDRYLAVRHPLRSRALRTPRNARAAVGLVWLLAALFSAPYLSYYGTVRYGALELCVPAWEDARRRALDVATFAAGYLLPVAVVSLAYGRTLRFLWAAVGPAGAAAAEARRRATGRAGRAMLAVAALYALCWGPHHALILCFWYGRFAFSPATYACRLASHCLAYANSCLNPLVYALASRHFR
# Active calls of the source: *; . = not tested or not shown.
SMILES,OXTR ag,V1R ag counter,DNA FID counter,GPR7 antagonist,VIM-2 inh,PHOSPHO1 inh,IMP-1 inh,NS3 helicase inh,GalR3 antag
C=CCC(c1ccccc1)N(C(C)=O)c1ccco1 (stereo unspecified),-0.8,0.1,-5.9,-2.6,-4.0,-14.5,-2.2,-6.4,-5.0
CC(C)CCNc1nc(N)c([N+](=O)[O-])c(NCC2CCCO2)n1 (stereo unspecified),1.6,1.2,-7.0,-18.1,-2.3,-18.5,-0.4,-39.6,-9.6
CC1CN(C2CCN(C(=O)c3ccccc3Cl)CC2)CC(C)O1 (stereo unspecified),0.8,-0.5,1.1,-11.6,-4.6,25.3,-5.3,3.8,-3.0
O=C(/C=C/c1cccc([N+](=O)[O-])c1)NCCSCc1ccccc1Cl,-1.3,1.4,-7.8,-5.7,-6.0,-6.9,-2.5,-11.5,8.6
CC(C)Sc1ncnc2c1oc1ccccc12,-0.4,0.4,-4.3,11.2,-4.8,8.5,-4.0,12.5,-2.9
C[C@H](NC(=O)N1CCn2c1nc1ccccc12)C(=O)NCc1ccc2c(c1)OCO2,-2.5,-0.3,-45.4,-6.4,-0.4,26.5,-2.0,-0.1,-0.3
COC(=O)c1ccc(CNC(=O)c2coc3ccccc3c2=O)cc1,-0.1,0.1,-4.1,-6.4,1.4,35.7,-0.2,2.5,4.1
COc1ccccc1N1CCN(C(c2cccs2)C(C)NC(=O)c2ccco2)CC1 (stereo unspecified),2.4,0.0,-38.9,-4.7,-2.7,28.3,-2.1,3.2,-0.7
CN(C)c1ccc(C(C#N)c2ccc(Cl)cc2)nn1 (stereo unspecified),0.2,1.6,-7.6,-6.0,-1.7,53.0,-2.7,0.7,-6.6
COCCCNC(=O)CSc1nc2ccccc2c(=O)n1CCC(=O)NCCc1ccc(OC)c(OC)c1,0.7,0.7,-35.0,-7.2,-0.9,27.1,-1.0,7.7,5.3

# An excerpt from above, showing only DNA FID counter and IMP-1 inh:
mol	DNA FID counter	IMP-1 inh
O=C(/C=C/c1cccc([N+](=O)[O-])c1)NCCSCc1ccccc1Cl	-7.8	-2.5
CC1CN(C2CCN(C(=O)c3ccccc3Cl)CC2)CC(C)O1 (stereo unspecified)	1.1	-5.3
COCCCNC(=O)CSc1nc2ccccc2c(=O)n1CCC(=O)NCCc1ccc(OC)c(OC)c1	-35.0	-1.0
C=CCC(c1ccccc1)N(C(C)=O)c1ccco1 (stereo unspecified)	-5.9	-2.2

# Later entries
SMILES,OXTR ag,V1R ag counter,DNA FID counter,GPR7 antagonist,VIM-2 inh,PHOSPHO1 inh,IMP-1 inh,NS3 helicase inh,GalR3 antag
O=C1N=C(N2CCCC2C(=O)O)S/C1=C\c1ccco1 (stereo unspecified),-0.2,0.1,-15.9,-13.0,-2.6,-19.0,-1.4,20.4,-3.6
Cc1ccccc1-c1nc2ccc(Cl)cc2c(=O)n1O,-1.1,-0.1,-1.3,-4.4,-3.1,22.7,-1.5,-1.4,-8.9
C=CCNC(=O)CCCOc1cccc(C)c1,-0.6,0.8,-0.3,9.3,-1.4,-0.4,-3.3,2.8,3.1
COc1ccc(C(=O)NCc2nnc(SCC(=O)N3CCc4ccccc43)n2CCc2ccccc2)cc1,0.5,0.0,-0.7,-9.5,-3.2,-17.3,-2.1,-3.0,-4.1
CCn1c(CSCc2ccc(F)cc2)nnc1SCC(=O)NCc1ccccc1,-1.0,-0.2,-23.2,-4.1,-2.9,64.4*,-2.0,-2.7,-4.9
O=C(NC(=S)Nc1ccc(N2CCOCC2)c(Cl)c1)c1cccs1,0.1,-0.1,4.2,-9.3,-4.4,32.8,-2.4,-4.7,-5.7
C=CCOc1ccccc1CNCc1ccc(F)cc1,2.5,0.6,8.2,0.1,0.0,1.0,1.5,-17.2,-5.4
Cc1cccc(C(CC(=O)O)NC(=O)C(F)(F)F)c1 (stereo unspecified),0.0,1.1,2.9,-13.3,-1.6,-7.1,-2.4,-6.7,-6.3
Cc1nc(NCc2cccnc2)c2c3c(sc2n1)CCCC3,-1.1,0.4,-10.8,2.0,15.3*,9.5,-1.8,6.4,0.5
COc1ccc(-c2cc(C(F)(F)F)n3nc(C(=O)NCc4ccco4)cc3n2)cc1,-2.1,1.0,-17.1,-2.9,2.9,-10.9,-4.9,27.3,-2.5
CC(C)(C)OC(=O)NCCCC[C@H](NC(=O)c1nc[nH]c1C(=O)N1CCN(c2ccccc2)CC1)C(=O)OC(C)(C)C,-1.8,-0.9,.,.,.,-26.3,.,.,-3.9
N#CCn1c(CN2CCCC2)nc2ccccc2c1=O,0.6,-0.1,-3.1,-0.8,-0.8,22.4,-3.5,3.4,-6.8
O=C(COc1ccccc1Br)NC1CC1,-1.2,4.3,-10.3,-9.2,-1.0,51.0,-0.7,8.4,-2.3
Cc1cc(N2CCOCC2)nc2ccc(NC(=O)CCC(=O)N3CCCCC3)cc12,-0.3,-0.6,-13.8,-3.2,-0.2,7.2,2.5,-0.7,-3.6
CCOc1cc2[nH]c(=S)n(C3CC3)c(=O)c2cc1OCC,0.6,-1.9,-7.9,-12.5,-2.9,5.5,-3.5,17.8,5.0
CC(C)C(=O)Nc1nnc(SCC(=O)N2c3ccccc3CC2C)s1 (stereo unspecified),-1.0,-0.5,-22.8,-3.7,0.8,24.4,-3.0,-1.0,-3.1
CCN(c1ccccc1)S(=O)(=O)c1ccc(NC(=O)c2ccco2)cc1,1.6,0.1,-12.1,-3.1,-5.0,28.8,-1.1,-2.9,-4.2
COc1cccc(CC2(CO)CCCN(Cc3cn(C)c4ccccc34)C2)c1 (stereo unspecified),6.4,5.5,18.3,9.9,-4.2,28.1,-1.5,-26.6,-5.5
CCOC(=O)C1C(=O)C=C(c2ccc(C)cc2)CC1c1ccc([N+](=O)[O-])cc1 (stereo unspecified),.,.,-2.0,-6.6,-1.1,-28.9,-3.2,-11.9,-0.7
Brc1ccc(OCc2ccccc2)c(CNCC2CCCO2)c1 (stereo unspecified),1.9,3.1,15.6,14.8,-2.1,47.1,-0.5,-33.3,-11.7

# 4 compounds from above, ordered by their value in GPR7 antagonist, lowest first.
canonical_smiles	GPR7 antagonist
CCOc1cc2[nH]c(=S)n(C3CC3)c(=O)c2cc1OCC	-12.5
CC(C)C(=O)Nc1nnc(SCC(=O)N2c3ccccc3CC2C)s1 (stereo unspecified)	-3.7
Cc1cc(N2CCOCC2)nc2ccc(NC(=O)CCC(=O)N3CCCCC3)cc12	-3.2
CCN(c1ccccc1)S(=O)(=O)c1ccc(NC(=O)c2ccco2)cc1	-3.1

# More records follow:
SMILES,OXTR ag,V1R ag counter,DNA FID counter,GPR7 antagonist,VIM-2 inh,PHOSPHO1 inh,IMP-1 inh,NS3 helicase inh,GalR3 antag
Cc1nn(-c2cc(N3CCCC3)ccc2[N+](=O)[O-])c(=O)c2ccccc12,-1.1,-0.7,-9.6,-12.2,-7.5,9.4,-6.1,-3.4,-1.1
CC(C)OCCCNC(=O)c1ccc(C2SCC(=O)N2Cc2ccco2)cc1 (stereo unspecified),1.8,0.6,-4.0,-4.1,-1.1,28.3,-1.5,4.1,1.0
Cc1cc(C)nc(SCC(=O)Nc2ncc(Cc3ccc(Cl)c(Cl)c3)s2)n1,0.5,1.6,5.3,-3.8,-1.7,-9.8,-0.5,-6.6,0.3
CCc1c(C)sc2nc(C(C)C)nc(SCC(=O)N3CCc4ccccc4C3)c12,-0.3,-0.5,-4.2,-16.1,-0.8,1.8,-3.0,4.1,-7.8
Cc1ccc(C)n1-c1ccc(-n2cnnn2)cc1,1.0,-0.7,-4.8,-12.2,-0.3,-47.0,2.9,9.6,-4.6
Cc1nc(NC(=O)COC(=O)c2ccc(S(=O)(=O)N3CCc4ccccc4C3)cc2)c(Cl)cc1Cl,0.1,1.1,-1.9,-10.9,-0.9,34.9,-0.6,-7.0,-2.9
O=C(Cn1cc([N+](=O)[O-])cn1)Nc1cccnc1,0.1,2.6,2.1,0.6,-2.8,59.8,-2.0,-3.5,1.6
O=C(CSc1nc2ccc(Cl)cc2[nH]1)NC1CCCc2ccccc21 (stereo unspecified),-1.9,-0.4,-9.3,5.8,-0.4,-19.1,1.5,-6.8,0.4
CC(C)Cc1nnc(NC(=O)c2ccncc2)s1,-1.4,-0.2,-6.6,-10.1,-0.5,17.9,-0.2,1.9,-3.0
COc1ccc(N2C(=O)/C(=C/c3cccnc3)NC2=S)cc1,-0.1,0.8,-3.7,-7.4,-1.1,-2.4,-4.5,6.7,-1.8
CCOC(=O)CC1(NC(=O)c2cc(COc3cccc(OC)c3)on2)CCCCC1,5.0,3.9,-42.8,-8.8,-0.1,12.0,-1.5,-7.6,3.4
CCC(NC(=O)c1cc(COc2c(F)cccc2F)on1)c1ccncc1 (stereo unspecified),2.6,6.2,-18.8,-4.5,-0.9,37.0,-1.7,-1.8,.
Cc1ccccc1-n1nc2c(c1NC(=O)CCCl)CSC2,0.8,-0.3,-2.5,-2.3,-0.3,-14.2,-1.4,3.9,-11.7
NC(=O)CSc1nnc(-c2cnccn2)n1-c1ccccc1,-0.7,1.0,0.4,13.9,-2.4,30.4,-2.2,2.0,0.8
CCOC(=O)N1CCC(NC(=O)c2cc3ccccn3n2)CC1,0.5,-0.4,-6.9,-12.5,2.0,8.6,-1.0,-4.4,.
COc1cc(-c2nc3n(c(=O)c2C#N)CCS3)cc(OC)c1OC,-1.0,-0.5,-3.4,-20.8,-0.5,29.5,-4.2,-2.7,-4.6
CCO[C@H]1OC(C(=O)N2CCN(Cc3ccccc3)CC2)=C[C@@H](C2CCCCC2)[C@@H]1CCCO,-1.4,-1.3,-34.0,-0.1,-4.6,13.5,-2.2,-20.1,-1.9
O=C(Nc1cccc(S(=O)(=O)N2CCOCC2)c1)c1ccc2c(=O)n3c(nc2c1)CCCCC3,2.0,-0.2,-23.8,1.0,-0.5,32.1,-1.1,-3.9,1.8
COc1ccc(-c2cn3ccccc3n2)cc1[N+](=O)[O-],0.3,0.4,2.5,4.0,-0.1,-2.5,-3.0,-14.9,-4.1
CC(CNC(=O)CCC(=O)N1CCOc2ccc(Cl)cc21)c1ccccc1 (stereo unspecified),0.0,-0.4,-35.8,0.9,-1.1,1.8,-1.1,2.1,.
CC1(C(=O)NNC(=S)NCc2ccco2)CC1(Cl)Cl (stereo unspecified),-0.9,0.6,15.3,-7.6,-0.8,-7.9,-2.9,2.6,-3.5
O=C(Nc1ccc(F)cc1)c1ccccc1NS(=O)(=O)N1CCCC1,11.6,11.9,-1.2,-10.9,-2.7,26.9,-3.1,1.0,-3.6

# Bioassay records: PubChem, several laboratories

# No enrichment for hits; 4.3% or so of the library scored in one or more.
